Source: PubChem BioAssay (several laboratories)
M4 antag – CHRM4 antagonism in calcium assay; CHO-hM4 cells, ACh EC80, Fluo-8 calcium fluorescence; P08173; inhibition, % at 3 µM; 360,000 compounds, 0.73% hits; AID 624125;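 active = inhibition above its plate's cutoff, the mean inhibition of sample wells plus 3 SD, cut at about 27% in these data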;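 also: 0% = acetylcholine EC80 with DMSO and 100% = DMSO without agonist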
M5 PAM – potentiates acetylcholine response at human M5 receptor | activation, % at 3 µM | P08912 | 360,000 compounds, 0.3% hits | AID 624038 | CHO-K1 hM5, Fluo-8 calcium, ACh EC20 PAM; 0% = ACh EC20, 100% = ACh EC100;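 active = activation above the run cutoff, the mean activation of all test compounds plus 3 SD, cut at about 18% in these data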
Target sequence (P08912 whole entry, looked up): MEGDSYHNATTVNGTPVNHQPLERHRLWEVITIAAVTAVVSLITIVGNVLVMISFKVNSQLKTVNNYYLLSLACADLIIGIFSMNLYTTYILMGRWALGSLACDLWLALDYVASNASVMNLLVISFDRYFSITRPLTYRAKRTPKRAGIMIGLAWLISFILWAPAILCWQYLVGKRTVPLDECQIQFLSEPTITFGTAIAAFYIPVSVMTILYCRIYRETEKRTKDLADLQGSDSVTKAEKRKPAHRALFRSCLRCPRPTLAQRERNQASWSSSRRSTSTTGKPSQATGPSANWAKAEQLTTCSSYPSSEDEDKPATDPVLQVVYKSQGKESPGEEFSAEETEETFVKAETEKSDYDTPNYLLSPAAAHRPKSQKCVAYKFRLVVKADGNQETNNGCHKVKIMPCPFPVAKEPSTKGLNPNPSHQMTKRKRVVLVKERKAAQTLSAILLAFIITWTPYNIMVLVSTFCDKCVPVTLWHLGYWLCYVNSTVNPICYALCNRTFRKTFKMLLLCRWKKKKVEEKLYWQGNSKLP
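Replicates: One well per compound, no replicates | System: Human M5 receptor in CHO-K1 cells | Benchmarks: Low control EC20 acetylcholine (0%), high control EC100 acetylcholine (100%) | Probe or stimulus: Acetylcholine, EC20 level | Times: Fluo-8 loading 80 min at 37 °C plus 30 min room temperature | Signal: Intracellular calcium via Fluo-8 fluorescence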
CHRM5 agonist – CHRM5 agonism in calcium assay. 360,000 compounds, 0.19% hits. CHO-K1 hM5 cells, Fluo-8 calcium fluorescence; 0% DMSO wells, 100% maximal acetylcholine response. activation, % at 3 µM. AID 624037. P08912;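 active = activation above the run's mean over test compounds plus 3 SD, cut at about 23% in these data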;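 also: signal is peak over basal fluorescence ratio across the kinetic read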
CRFBP-R2 agonist – agonists of human CRF-binding protein/CRF-R2 receptor complex | HEK293 CRF-R2/CRF-BP, calcium dye fluorescence (FLIPR); percent of saturating CRF peptide response | activation, % at 13.2 µM | 350,000 compounds, 0.46% hits | AID 588473;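 active = activation of at least 50%, plus an integration ratio under a set limit after plate pattern correction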;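 also: plate controls were neutral control wells without compound for no effect and CRF at EC100 for full effect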
CRFBP-R2 block – blocks CRF-induced signaling of the CRF-BP/CRF-R2 complex. HEK293 CRF-R2/CRF-BP, CRF-induced calcium fluorescence. inhibition, % at 11.8 µM. 350,000 compounds, 0.59% hits;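 active = inhibition of the ligand-induced calcium signal above about 50% at the single tested concentration, limit read from the data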
CHRM5 antagonist – CHRM5 antagonism in calcium assay | AID 624040 | P08912 | 360,000 compounds, 0.59% hits | inhibition, % at 3 µM | CHO-hM5 cells, Fluo-8 calcium fluorescence, ACh EC80;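 active = inhibition above a per-plate cutoff, the mean of that plate's test compounds plus 3 SD, cut at about 27% in these data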;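 also: 0% = acetylcholine EC80 with DMSO and 100% = DMSO without agonist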
M1 PAM – human CHRM1 positive allosteric modulation; P11229; CHO-K1 hM1, Fluo-8 calcium fluorescence, ACh EC20; 0% = ACh EC20, 100% = maximal ACh; activation, % at 3 µM; 360,000 compounds, 0.088% hits; AID 588819; in the data active = activation above about 19%, passing the limit was not always enough
Target sequence (P11229 whole entry, looked up): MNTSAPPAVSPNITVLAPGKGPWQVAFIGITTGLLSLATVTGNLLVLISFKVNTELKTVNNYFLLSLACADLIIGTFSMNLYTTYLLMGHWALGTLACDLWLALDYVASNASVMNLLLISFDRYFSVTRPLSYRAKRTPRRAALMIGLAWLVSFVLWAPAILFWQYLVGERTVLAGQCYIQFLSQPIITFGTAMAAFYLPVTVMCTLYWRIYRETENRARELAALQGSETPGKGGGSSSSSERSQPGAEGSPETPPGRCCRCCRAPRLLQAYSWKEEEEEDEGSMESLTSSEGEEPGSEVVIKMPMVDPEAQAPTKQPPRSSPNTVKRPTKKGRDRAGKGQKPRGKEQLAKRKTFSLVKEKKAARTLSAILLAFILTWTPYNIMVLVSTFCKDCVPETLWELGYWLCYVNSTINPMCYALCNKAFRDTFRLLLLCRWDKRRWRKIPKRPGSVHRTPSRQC
CHRM4 PAM – CHRM4 positive allosteric modulation. P08173. CHO-K1 hM4/Gqi5, Fluo-8 calcium fluorescence, ACh EC20; 0% = ACh EC20, 100% = maximal ACh. activation, % at 3 µM. 360,000 compounds, 0.4% hits;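 active = activation above its plate's cutoff, the mean activation of sample wells plus 3 SD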; also: some results filed as inactive read as strong as hits
M4 ag – agonists of human muscarinic M4 receptor (CHRM4); activation, % at 3 µM; AID 624127; 360,000 compounds, 0.14% hits; CHO-K1 hM4/Gqi5, Fluo-8 calcium fluorescence; vehicle 0%, full acetylcholine response 100%;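 active = activation above the run mean over all test wells plus 3 SD, cut at about 32% in these data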;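 also: peak over basal fluorescence ratio per well then scaled between controls; 0% = DMSO wells and 100% = acetylcholine at EC100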
* = called active by the depositor; · = not tested or not shown.

SMILES	M4 antag	M5 PAM	CHRM5 agonist	CRFBP-R2 agonist	CRFBP-R2 block	CHRM5 antagonist	M1 PAM	CHRM4 PAM	M4 ag
CC(=O)N1CCc2cc(S(=O)(=O)CCC(=O)N3CCc4ccccc4C3)ccc21	-6	-1	2	-0.2	-4	-2	15	4	1
CCOC(=O)c1c(C)[nH]c(C)c1C(=O)CSc1nncs1	-1	-2	-2	-3.2	17	-3	6	5	1
CN(C(=O)c1ccc(COc2ccccc2Cl)o1)c1ccccc1	2	-3	-4	-7.1	21	1	7	-1	-2
CC(C(=O)Nc1nc2ccccc2[nH]1)N1C(=O)C2CC=CCC2C1=O (stereo not given)	3	-2	-1	-0.4	-6	9	3	-4	1
CCC(=O)NC(=S)Nc1ccc(NC(=O)CC)cc1	2	1	-2	5.0	2	-7	0	6	1
O=C(CCCN1CCOC(c2ccccc2)C1)c1ccc(F)cc1 (stereo not given)	10	-7	-2	-0.8	4	7	-8	-3	2
Cc1oc(C(C)(C)C)c(CN2CCOCC2)c1C(=O)O	0	-2	2	1.6	-1	7	-3	-4	1
CN(C)S(=O)(=O)c1cccc(NC(=O)Cc2ccc(-c3ccccc3)cc2)c1	-3	-5	1	0.4	4	-19	-5	-4	6
CCCCc1cc(=O)oc2cc(OS(C)(=O)=O)ccc12	-1	-4	-6	1.3	-21	-4	-1	-4	1
COc1ccc(C(=O)COC(=O)C(C)N2C(=O)C3C4CCC(C4)C3C2=O)cc1 (stereo not given)	5	4	3	0.5	-8	3	8	-2	4
O=C(N1CCOCC1)C12CC3CC(C1)CC(n1cnc(Cl)n1)(C3)C2	4	-4	-1	0.8	-11	2	1	9	0
Cc1ccc(C(=O)Nc2ccnc(-c3cccnc3)n2)cc1	-5	6	1	-0.2	3	1	-3	1	2
CCCCN(C(=O)CSc1nnnn1C)c1c(N)n(Cc2ccccc2)c(=O)[nH]c1=O	-4	-2	-3	6.0	5	7	6	3	0
O=P(O)(O)c1ccccc1OCCOCCOc1ccccc1P(=O)(O)O	-3	0	1	-3.7	13	4	4	5	1
CCC(C)N(C(=O)CSc1nnc(COc2ccccc2F)n1N)C1CCS(=O)(=O)C1 (stereo not given)	-11	-3	2	-0.5	1	-2	8	5	0
O=C(NN1C(=O)NC2(CCCCC2)C1=O)c1ccc(Cl)c(Cl)c1	-8	2	0	6.3	-17	8	11	5	1
COC(=O)c1cc(NC(=O)c2cc3ccccc3o2)cc(C(=O)OC)c1	3	12	1	3.1	-11	1	9	0	0
Cc1cccc(NC(=O)CCOc2ccccc2)c1	8	-2	-4	-0.2	32	12	-3	-2	0
CCOC(=O)n1cnc2nc(N)nc(SC)c21	10	7	4	0.0	5	9	2	1	1
Oc1ccc(NCc2cccs2)cc1	-9	-4	1	2.8	-2	-2	10	4	0
C/C(CC(=O)Nc1ccc(Cl)cc1)=N\NC(=O)C(=O)NCCO	3	-3	-2	-1.7	1	6	7	-4	1
N#CCSc1nnc(-c2ccccc2O)n1CCc1ccccc1	-4	8	-4	0.4	-22	0	3	9	2
Cc1cccc(C(=O)NC(=S)N2CCN(c3ccc([N+](=O)[O-])cc3)CC2)c1	3	0	-2	0.6	22	7	4	2	0
O=C1CC(/C=C/c2ccco2)=Nc2ccccc2N1	6	-5	0	8.4	-1	-2	9	13	2
COc1ccc2c(c1)c([C@@H]1[C@H](C)[C@H]3CCCC[C@H]3CN1S(=O)(=O)c1ccc(C)cc1)cn2C	-11	5	0	-0.4	-10	-11	6	2	1
Cc1ccc(S(=O)(=O)N2CCC(=O)N(C(COCc3ccc(C(F)(F)F)cc3)Cc3ccccc3)CC2)cc1 (stereo not given)	-3	8	3	62*	-20	-3	0	8	2
CC(C)(C)NC(=O)CSc1nc(N)c(-c2ccccc2)c(=O)[nH]1	-4	-8	-2	-0.9	-25	-5	2	-3	0
CCOC(=O)N1CCN(C(=O)CSc2nc3c(cnn3-c3ccccc3)c(=O)[nH]2)CC1	-1	-11	3	1.6	5	0	-5	-5	9
CCOc1ccccc1C(=O)NCCNC(=O)c1ccccc1OCC	-1	-12	2	-2.6	6	13	7	-26	13
CCCOc1ccc(F)cc1-c1cc(C(=O)Nc2ccc(F)c(Cl)c2)[nH]n1	28*	-16	-1	·	·	23	-25	-14	8
CCN(CC(=O)NC(C)(C)C)C(=O)CN1c2cccc3cccc(c23)S1(=O)=O	-7	-6	2	-1.7	-6	2	4	-4	6
CCOCCCNC(=O)/C(C#N)=C/c1ccc(C)o1	-20	3	3	-0.8	4	4	1	9	0
N#C/C(=C\C1CC2C=CC1C2)c1nc2ccccc2[nH]1 (stereo not given)	16	-9	3	9.8	-12	0	3	-12	3
CCN(CC(=O)Nc1ccccc1C(F)(F)F)C(=O)CCc1c(C)[nH]c(=O)c(C#N)c1C	-9	7	-2	0.2	-11	0	16	-5	3
C[C@H](CO)N1C[C@H](C)[C@@H](CN(C)C(=O)Nc2ccccc2)Oc2c(NC(=O)Nc3ccc4c(c3)OCO4)cccc2C1=O	-8	-13	1	0.1	6	9	-1	4	6
Cc1ccc([N+](=O)[O-])c(OCCCN2C(=O)NC(C)(C)C2=O)c1	-16	5	-4	2.3	-15	-3	4	1	2
Cc1cccc(N2C(=O)C3C4CC(C(Br)C4Br)C3C2=O)n1 (stereo not given)	0	0	-1	1.8	-13	-1	9	4	3
Cc1ccc(NC(=O)Cc2ccc(Cl)cc2)cc1S(=O)(=O)N1CCCCCC1	-1	-17	-2	-0.1	21	8	-8	-3	13
NC(=O)c1ccc(NC(=O)CCCc2nc(-c3ccccc3Cl)no2)cc1	18	-4	4	5.3	3	5	8	-10	1
O=C(N/N=C/c1ccc([N+](=O)[O-])s1)C(O)c1ccccc1 (stereo not given)	-7	10	2	-1.1	17	-13	7	3	2
COc1ccc(S(=O)(=O)N2CCC(C(=O)NC3CCCC3)CC2)cc1C	-5	-2	-4	0.5	1	16	17	-3	2
COc1cccc(OCC(Cn2cnc3ccccc32)OC(C)=O)c1 (stereo not given)	-1	-1	-5	1.2	20	0	7	0	1
Cc1cccc(-c2nnc(-c3cccc4ccccc34)o2)c1	-4	1	5	1.6	7	-6	1	5	-1
CC(C)c1ccc(/C=N/Nc2ccc(C(=O)O)cc2)cc1	0	2	-2	-3.4	-6	-2	6	5	0
CCCCN(C=O)c1c(CC)nc2c(OCc3ccc(S(C)(=O)=O)cc3)cccn12	-2	-7	0	·	·	6	-6	-8	4
c1ccc(CNc2nc(N3CCN(Cc4ccccc4)CC3)nc3ccccc23)cc1	5	-13	-6	-1.2	-18	19	0	-12	6
CCOC(=O)C1=C(C)N(C)C(=S)NC1c1ccccc1Cl (stereo not given)	7	-5	-10	-0.5	-2	5	2	-4	0
CCCCCC(=O)N1CC2(CC(c3cccc(NC(=O)CC(c4ccccc4)c4ccccc4)c3)=NO2)C[C@@H]1C(N)=O (stereo not given in full)	9	-6	-10	0.5	11	12	-12	-4	5
CCCNC(=O)c1ccc(N2CCC3(CC2)CC(c2cccc(Br)c2)=NO3)c(NC(=O)c2ccc(Br)cc2)c1	7	-7	1	2.0	-9	4	8	0	1
COC(=O)C1=C(C)N(CCc2cc(OC)c(OC)c(OC)c2)C(=O)N[C@H]1c1ccccc1	-6	15	4	-1.6	-12	-3	6	10	1
CC(=O)N1CCCc2cc(S(=O)(=O)N3CCCC(C(=O)NCc4ccccc4Cl)C3)ccc21 (stereo not given)	2	-8	-5	-0.8	8	12	7	0	8
O=C(OCc1ccccc1)N1C[C@H](O)[C@H](O)C[C@@H]1c1c(Cl)cccc1Br	-10	2	0	·	·	-4	8	-2	2
CCOC(=O)c1c(C)n(-c2ccc(C)cc2)c2ccc(OCC(O)CNCC3CCCO3)cc12 (stereo not given)	8	-13	-9	-1.1	-38	12	5	-4	10
COc1ccc(C(=O)N(CC(=O)Nc2sc(C)c(C)c2C(N)=O)C2CCCC2)cc1	-2	-9	1	0.6	-5	11	4	1	7
CSc1c[n+]2c(n1C)CCC2	-3	1	2	-3.8	-4	11	7	6	0
Cc1cccn2c(=O)c3cc(C#N)c(=NC(=O)c4ccncc4)n(CCCOC(C)C)c3nc12	-5	3	2	3.4	2	1	11	3	0

Part of the list above, reduced to CRFBP-R2 block and M4 antag:
mol | CRFBP-R2 block | M4 antag
c1ccc(CNc2nc(N3CCN(Cc4ccccc4)CC3)nc3ccccc23)cc1 | -18 | 5
COc1cccc(OCC(Cn2cnc3ccccc32)OC(C)=O)c1 (stereo not given) | 20 | -1

Grouped by structure, the compounds so far with an aryl thioether with sulfur outside any ring
SMILES	M4 antag	M5 PAM	CHRM5 agonist	CRFBP-R2 agonist	CRFBP-R2 block	CHRM5 antagonist	M1 PAM	CHRM4 PAM	M4 ag
CCOC(=O)c1c(C)[nH]c(C)c1C(=O)CSc1nncs1	-1	-2	-2	-3.2	17	-3	6	5	1
CCCCN(C(=O)CSc1nnnn1C)c1c(N)n(Cc2ccccc2)c(=O)[nH]c1=O	-4	-2	-3	6.0	5	7	6	3	0
CCC(C)N(C(=O)CSc1nnc(COc2ccccc2F)n1N)C1CCS(=O)(=O)C1 (stereo not given)	-11	-3	2	-0.5	1	-2	8	5	0
CCOC(=O)n1cnc2nc(N)nc(SC)c21	10	7	4	0.0	5	9	2	1	1
N#CCSc1nnc(-c2ccccc2O)n1CCc1ccccc1	-4	8	-4	0.4	-22	0	3	9	2
CC(C)(C)NC(=O)CSc1nc(N)c(-c2ccccc2)c(=O)[nH]1	-4	-8	-2	-0.9	-25	-5	2	-3	0
CCOC(=O)N1CCN(C(=O)CSc2nc3c(cnn3-c3ccccc3)c(=O)[nH]2)CC1	-1	-11	3	1.6	5	0	-5	-5	9
CSc1c[n+]2c(n1C)CCC2	-3	1	2	-3.8	-4	11	7	6	0
